Bioassay records: PubChem, several laboratories
FadD28 binding – inhibitors of FadD28 bisubstrate probe binding, primary screen, biochemical, fluorescence polarization, single point | Mycobacterium tuberculosis FadD28 fatty-acid-AMP ligase | inhibition, % at 12.5 µM | 360,000 tested, 0.22% active; in the data active = inhibition above about 8.5%, passing the limit was not always enough; inconclusive = no clear call, values can overlap the other calls
Mtb BioA inh – M. tuberculosis BioA enzyme inhibitors, primary screen, biochemical, plate reader, single point, HTS | 7,8-diaminopelargonic acid synthase BioA (Mycobacterium tuberculosis) | purified M. tuberculosis BioA enzyme | AID 602481, 2012 | 360,000 tested, 0.096% active | inhibition, % at 9.99 µM; in the data active = inhibition above about 40%; inconclusive = no clear call, values can overlap the other calls
CCHF vOTU inh – CCHFV vOTU protease inhibitors, primary screen, biochemical, Pep-AMC substrate, fluorescence | Crimean-Congo hemorrhagic fever virus L polyprotein viral ovarian tumor (vOTU) protease … | inhibition, % at 11.5 µM | 370,000 tested, 0.55% active; also: 0% = vehicle wells with enzyme and 100% = no enzyme wells
PrPC surface inh – inhibitors of human cell surface prion protein PrPC, primary screen, cell-based, TR-FRET; AID 720596, 2013; 370,000 tested, 0.43% active; inhibition, % at 13.8 µM; Major prion protein (Homo sapiens), P04156; TR-FRET read-out; in the data active = inhibition above about 24%; also: 0% = median of the test wells and 100% = reference compound wells
FBA Mtb inh – Mtb FBA enzyme inhibitors, primary screen, biochemical, fluorescence, strain H37Rv; AID 588726, 2011; 360,000 tested, 2.3% active; Fructose-bisphosphate aldolase (Mycobacterium tuberculosis (strain ATCC 25618 / H37Rv)), …; purified M. tuberculosis FBA, fluorescence read-out; inhibition, % at 1 µM; in the data active = inhibition above about 27%;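 also: 0% = vehicle and 100% = reference inhibitor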
Target sequence (P9WQA3 whole entry, looked up): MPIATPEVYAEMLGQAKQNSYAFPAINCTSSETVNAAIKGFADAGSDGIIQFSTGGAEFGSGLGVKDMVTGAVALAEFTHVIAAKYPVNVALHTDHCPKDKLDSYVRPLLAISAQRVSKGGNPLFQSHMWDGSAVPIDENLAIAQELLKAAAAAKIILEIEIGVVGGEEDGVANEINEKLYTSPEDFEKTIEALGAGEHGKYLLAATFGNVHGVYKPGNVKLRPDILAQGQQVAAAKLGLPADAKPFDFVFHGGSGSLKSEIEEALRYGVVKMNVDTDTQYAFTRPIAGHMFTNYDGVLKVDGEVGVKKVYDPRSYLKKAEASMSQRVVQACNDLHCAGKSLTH
GDH-TPI inh – GDH-TPI coupling enzyme inhibitors, primary screen, artefact control for M. tuberculosis FBA inhibitor project, biochemical, absorbance, full deck | GDH-TPI coupled enzyme counterscreen, NADH absorbance | inhibition, % at 4.8 µM | 360,000 tested, 1.2% active;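 also: 0% = DMSO wells and 100% = wells lacking the enzyme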
BoNT F protease – BoNT/F light chain protease inhibitors, primary screen, biochemical, flow cytometry, MLPCN library. Botulinum neurotoxin type F light chain protease (Clostridium botulinum). Multiplex microsphere protease cleavage assay. inhibition, % at 10 µM. 360,000 tested, 0.22% active; in the data active = inhibition above about 35%, passing the limit was not always enough; inconclusive = no clear call, values can overlap the other calls; also: plate controls were buffer without enzyme for full effect and enzyme alone for no effect
BoNT A protease – BoNT/A light chain protease inhibitors, primary screen, biochemical, flow cytometry, MLPCN library. Botulinum neurotoxin type A light chain protease (Clostridium botulinum A str. ATCC 3502). multiplex microsphere protease substrate cleavage. inhibition, % at 10 µM. 360,000 tested, 0.17% active; in the data active = inhibition above about 30%; inconclusive = no clear call, values can overlap the other calls; also: plate controls were buffer without enzyme for full effect and enzyme alone for no effect
UGM FP inh – M. tuberculosis UGM enzyme inhibitors, primary screen, biochemical, fluorescence polarization, single point | UDP-galactopyranose mutase (Mycobacterium tuberculosis (strain ATCC 25618 / H37Rv)), … | purified UGM, fluorescence polarization probe displacement | inhibition, % at 10 µM | 320,000 tested, 0.06% active | AID 504406, 2011; in the data active = inhibition above about 10%, passing the limit was not always enough; inconclusive = no clear call, values can overlap the other calls
Target sequence (P9WIQ1 whole entry, looked up): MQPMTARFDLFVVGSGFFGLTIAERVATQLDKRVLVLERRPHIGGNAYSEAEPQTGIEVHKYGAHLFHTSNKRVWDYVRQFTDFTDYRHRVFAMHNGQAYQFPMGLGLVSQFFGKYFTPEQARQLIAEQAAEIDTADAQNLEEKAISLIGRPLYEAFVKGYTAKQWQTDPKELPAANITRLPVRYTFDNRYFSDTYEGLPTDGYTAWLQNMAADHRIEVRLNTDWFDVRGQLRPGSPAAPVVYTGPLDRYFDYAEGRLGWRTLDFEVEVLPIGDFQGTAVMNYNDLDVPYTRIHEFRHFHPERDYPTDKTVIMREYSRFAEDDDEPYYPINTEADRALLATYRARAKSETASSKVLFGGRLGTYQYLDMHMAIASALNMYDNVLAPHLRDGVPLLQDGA
The depositor's hits bear a star; ? = inconclusive; · = no result given; + = active, no number. Rule as the data show it, unless noted: active = inhibition above about 30%; inactive = the rest.

SMILES	FadD28 binding	Mtb BioA inh	CCHF vOTU inh	PrPC surface inh	FBA Mtb inh	GDH-TPI inh	BoNT F protease	BoNT A protease	UGM FP inh
CCC1Sc2ccc(S(=O)(=O)CCC(=O)Nc3ccc(OC(F)(F)F)cc3)cc2NC1=O (configuration not stated)	-4.3	-1.3	39.3*	-4.9	-2.3	1.9	-1.6	0.0	0.1
O=C(C1CCCN(Cc2ccccc2[N+](=O)[O-])C1)N1CCCCC1 (configuration not stated)	-2.1	-0.9	-0.1	-7.7	2.5	5.7	-3.1	-0.6	0.7
Cc1ccc(C2(c3noc(CN(C)CC4COCCO4)n3)CCCC2)cc1 (configuration not stated)	1.0	·	-17.9	7.3	5.3	1.2	1.1	1.2	-1.1
CC(C)NC(=O)C(C)N1CCN(S(=O)(=O)c2ccc3ccccc3c2)CC1 (configuration not stated)	0.2	·	7.6	7.5	4.2	-0.7	7.4	4.1	0.2
COc1cccc(C(=O)NC2CCCN(C3Cc4ccccc4C3)C2)c1OC (configuration not stated)	-3.5	-0.4	-10.8	-3.0	-0.7	-1.7	1.2	-0.3	-3.8
O=C(NCCc1ccccc1)c1ccc2c(c1)S(=O)(=O)c1cc(Cl)ccc1C2=O	-4.5	-0.1	-0.1	-23.8	-0.5	2.5	0.4	-0.2	1.3
CC(OC(=O)Cn1c(C(F)(F)F)nc2ccccc21)C(N)=O (configuration not stated)	-0.5	·	-1.8	-5.9	1.4	14.2	1.4	0.3	2.4
CN(C)S(=O)(=O)c1cccc(NC(=O)COC(=O)CCc2nc3ccccc3s2)c1	-2.8	0.9	2.6	0.0	9.4	-3.4	?	0.9	3.6
CCS(=O)(=O)c1ccc2oc(SCC(=O)NCCC3=CCCCC3)nc2c1	-1.5	-1.1	0.7	-1.6	3.4	7.8	1.5	-0.1	4.1
Cc1cc(NC(=O)C(C)C)ncc1NC(=O)c1ccccn1	-0.3	·	-0.8	-3.8	-3.6	-8.4	-2.9	0.0	-1.9
COc1cccc(N2C(=O)C3CC=C(Cl)CC3C2=O)c1 (configuration not stated)	0.3	-5.3	-5.6	2.2	4.2	25.0	10.8	0.7	-1.1
O=c1cc(-c2ccc(O)c(O)c2)oc2cc(O)cc(O)c12	5.5	-2.3	12.6	-2.8	-3.6	16.7	-8.2	-0.1	-0.8
O=C(CSc1nnnn1Cc1ccccc1)c1ccccc1F	-1.4	·	10.4	4.1	-3.7	5.4	-2.4	0.4	1.0
COC(/C=C/Nc1ccc(Cl)cc1)=C(C#N)C#N	0.1	·	-13.4	-1.7	1.4	-0.9	-0.4	-0.3	-5.4
Cc1ccc(C)n1-n1c(C)nc2scc(-c3cccs3)c2c1=O	-2.1	1.4	9.0	-4.9	-0.2	-2.1	-14.7	-0.3	-0.1
COc1ccc(NC(=O)CN(C)C(=O)Cc2n[nH]c(=O)c3ccccc23)cc1	1.3	-5.9	-5.9	-2.4	3.9	4.8	18.9	1.9	3.2
CN(C(=O)/C(N=Nc1cccc(C(F)(F)F)c1)=C(\O)C(F)(F)F)c1ccccc1	0.7	3.9	20.3	10.2	-2.6	23.3	-1.4	-1.0	3.6
Cc1nc(SCC(=O)N(CC(C)C)C2CCS(=O)(=O)C2)c(C#N)c(C)c1C (configuration not stated)	-1.1	·	-2.8	4.7	-2.0	1.1	-15.2	-3.3	·
CC1CN(C(=O)c2cc3cc(Br)ccc3[nH]2)CC(C)O1 (configuration not stated)	0.0	-0.3	0.3	2.7	1.9	1.0	-35.4	-2.5	0.0
Cc1cccc(N2CCN(C(=O)c3cccc(N4CCCC4=O)c3)C(C)C2)c1 (configuration not stated)	0.5	8.7	0.8	14.6	-1.4	-0.8	3.4	1.6	-2.4
O=C(Nc1ccccc1-c1nnn(CC(=O)N2CCN(c3ccccc3)CC2)n1)c1cccs1	-3.4	·	0.2	-1.2	-2.6	12.5	-6.2	-0.8	0.5
COCCCNC(=O)C(C#N)c1nc2ccccc2nc1N1CCN(Cc2ccccc2)CC1 (configuration not stated)	0.4	-0.6	1.0	-5.1	-0.9	-1.4	·	·	·
NS(=O)(=O)c1ccc(CCNC(=O)c2ccccc2OCc2ccc(F)cc2)cc1	0.5	1.7	-1.1	-0.3	4.6	-7.5	9.7	1.6	0.2
FC(F)(F)c1cccc(Nc2cc(-c3ccccc3)nc3ncnn23)c1	-1.8	·	-8.0	-3.3	-1.1	1.5	?	2.0	2.8
CCc1noc(C)c1C(=O)Nc1nc(-c2cc(OC)ccc2OC)cs1	-3.9	0.0	9.3	4.0	-2.2	9.1	6.4	1.2	-1.8
COc1ccc(C(=O)C2CCN(CC(=O)Nc3cc(C)cc(C)c3)CC2)cc1	-1.4	-1.8	-9.9	-10.2	4.0	6.6	-11.1	-5.9	0.7
Cc1[nH]c2ccccc2c1C(C[N+](=O)[O-])c1cccs1 (configuration not stated)	-9.8	·	-9.5	1.8	0.0	-1.9	-2.0	-1.0	1.3
CC(C)c1nnc(NC(=O)CCC(=O)N2CCN(C3c4ccccc4-c4ccccc43)CC2)s1	-2.6	7.4	-2.7	-8.7	-1.3	-4.4	-1.6	0.0	0.6
COc1ccc(-c2ccc3c(c2)S(=O)(=O)c2cccc(C(=O)O)c2C3=O)cc1OC	1.9	-0.8	8.9	-16.1	1.4	6.0	3.0	0.2	-2.2
Cc1ccc(SCC(=O)Nc2nnc(C(C)(C)C)s2)cc1	-0.8	0.4	-1.8	-2.7	3.4	15.4	21.5	1.6	1.0
O=C(NCc1cccnc1)c1ccc(Cn2c(=S)[nH]c3ccc(Br)cc3c2=O)cc1	-3.7	1.0	-17.8	-2.3	-5.3	0.0	-2.2	-0.7	0.8
CC(C(=O)Nc1ncn[nH]1)N1C(=O)c2ccccc2C1=O (configuration not stated)	-5.2	-0.8	2.0	-3.0	-1.1	-2.6	-2.6	0.9	4.6
CCOC(=O)CCSCC(=O)N1N=C(c2cccs2)CC1c1ccc(C)cc1 (configuration not stated)	-2.3	·	8.7	-2.0	8.9	13.9	-3.5	-0.4	3.7
CC12CCC(=O)N1C(C(=O)Nc1cc(C(F)(F)F)ccc1N1CCCCC1)CS2 (configuration not stated)	-1.2	·	12.3	-5.5	0.7	3.5	0.4	-2.2	-2.3
CC(C)C(c1nnnn1C1CCCC1)N1CCN(c2ccccc2F)CC1 (configuration not stated)	-0.7	-0.8	1.0	6.3	-0.1	3.4	-27.0	-0.5	-1.1
Cc1nccc(-c2sc(-c3cccs3)nc2C)n1	-1.1	·	-245.5	-18.0	+	26.0	?	?	-3.1
CN(C)CCOc1ccccc1C(C)(C)C	1.2	-2.1	2.5	6.9	2.5	16.5	5.0	-0.7	-2.9
COc1ccccc1NC(=O)COc1ccc(/C=N/NC(=O)CSCc2cc(C)cc(C)c2)cc1	0.8	·	16.5	1.0	-1.1	-3.0	2.4	0.5	-1.5
COc1cc(OC)cc(C(=O)OCC(=O)NCc2ccco2)c1	-2.3	-0.3	-0.5	-0.7	17.7	1.5	-12.8	-0.8	1.7
O=C(OCc1ccccc1)c1cccc(-c2nnn(Cc3ccccc3)n2)c1	-0.2	-0.8	14.2	5.3	2.4	-1.5	0.1	-0.8	1.3
COc1ncnc(OC)c1NC(=O)c1ccc(F)cc1	-3.3	-1.0	-3.7	0.6	-0.6	-1.5	8.2	0.0	-1.5
COC(=O)c1cc(S(=O)(=O)N2CCCC(C)C2)cn1C (configuration not stated)	0.5	-3.8	4.2	8.0	-0.1	-0.8	3.5	1.0	-0.6
O=C(CSc1ccc(-c2cccc([N+](=O)[O-])c2)nn1)NC1CCCC1	-0.5	·	6.1	-4.5	0.0	4.9	-2.5	-0.5	0.9
CCC(CC)C(=O)Nc1nnc(SCC(=O)NC2CCCCC2)s1	·	0.4	5.9	-1.7	-3.1	-3.0	1.9	1.8	-0.9
Cc1ccc(F)c(S(=O)(=O)NC(=O)C2(C)CCN2C(=O)COc2ccc(Cl)cc2)c1 (configuration not stated)	-2.7	-1.6	6.1	0.1	4.9	7.1	-0.5	0.1	·
Cc1cc(Cl)c2oc(C(=O)N3CCN(C(=O)c4ccco4)CC3)c(C)c2c1	-1.9	1.0	18.5	-0.3	2.2	2.6	-9.8	-2.7	-0.4
COc1cc(NC(=O)C(C)Oc2ccccc2)c(C(=O)O)cc1OC (configuration not stated)	-4.1	2.0	0.3	-1.9	1.1	3.4	7.4	-0.2	1.0
Cc1nc(N2CCN(C)CC2)c2c(C)c(C(=O)Nc3ccc(F)cc3)sc2n1	-2.4	14.9	14.5	-19.3	1.8	12.4	-1.0	0.4	-0.2

A draw from above in order of molecular weight, rising.
SMILES	FadD28 binding	Mtb BioA inh	CCHF vOTU inh	PrPC surface inh	FBA Mtb inh	GDH-TPI inh	BoNT F protease	BoNT A protease	UGM FP inh
COc1ncnc(OC)c1NC(=O)c1ccc(F)cc1	-3.3	-1.0	-3.7	0.6	-0.6	-1.5	8.2	0.0	-1.5
COC(=O)c1cc(S(=O)(=O)N2CCCC(C)C2)cn1C (configuration not stated)	0.5	-3.8	4.2	8.0	-0.1	-0.8	3.5	1.0	-0.6
COc1cc(NC(=O)C(C)Oc2ccccc2)c(C(=O)O)cc1OC (configuration not stated)	-4.1	2.0	0.3	-1.9	1.1	3.4	7.4	-0.2	1.0
O=C(CSc1ccc(-c2cccc([N+](=O)[O-])c2)nn1)NC1CCCC1	-0.5	·	6.1	-4.5	0.0	4.9	-2.5	-0.5	0.9
O=C(OCc1ccccc1)c1cccc(-c2nnn(Cc3ccccc3)n2)c1	-0.2	-0.8	14.2	5.3	2.4	-1.5	0.1	-0.8	1.3
Cc1nc(N2CCN(C)CC2)c2c(C)c(C(=O)Nc3ccc(F)cc3)sc2n1	-2.4	14.9	14.5	-19.3	1.8	12.4	-1.0	0.4	-0.2

Continued.
SMILES	FadD28 binding	Mtb BioA inh	CCHF vOTU inh	PrPC surface inh	FBA Mtb inh	GDH-TPI inh	BoNT F protease	BoNT A protease	UGM FP inh
CCc1nnc(NC(=O)Cc2cc(OC)c(OC)c(OC)c2)s1	1.1	0.4	8.9	-0.9	1.5	-5.0	-2.3	-0.4	2.0
CCOC(=O)C(NCCc1ccccc1F)(NC(C)=O)C(F)(F)F (configuration not stated)	-0.2	·	-1.1	3.5	6.7	0.7	-4.7	0.8	1.4
CC1(C)CC(=O)N(c2ccccc2)C1(C)O (configuration not stated)	-0.3	-1.5	3.3	-1.6	-0.4	14.4	10.2	0.4	0.4
CCc1ccc(C2=C/C(=C/c3cccnc3)C(=O)O2)cc1	-1.0	0.3	2.3	3.9	2.1	1.9	-0.8	0.5	2.0

Compounds were not picked by outcome (roughly 4.8% active in at least one column).
